Compound activity (PubChem)
MgcRacGAP inhibition – MgcRacGAP GTPase-activating activity inhibitors, confirmation, biochemical, ADP Hunter fluorescence | MgcRacGAP-stimulated Rac1 GTP hydrolysis, ADP Hunter fluorescence; higher % means a stronger effect; GST-tagged Rac1 F28L mutant substrate | inhibition, % at 30 µM; hits with a dose series show IC50 in µM | 340,000 compounds, 0.6% hits;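 active = first-screen hits whose inhibition reached a set limit at any dose in the follow-up dose series; inconclusive = inhibition above the set first-screen limit but never retested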;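 also: fluorescence reports GDP produced by GAP-driven GTP hydrolysis; strong numbers were not always called active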
LYP inhibition – PTPN22 lymphoid phosphatase activity blockers – biochemical, fluorescence intensity, uHTS (AID 1779); recombinant LYP phosphatase, fluorescence intensity; higher % means a stronger effect; inhibition, % at 11.5 µM; hits with a dose series show IC50 in µM; 290,000 compounds, 0.054% hits; in the data active = inhibition above about 50%;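 also: plate controls were vehicle with enzyme for no effect and no enzyme for full effect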
GPR55 antagonists – GPR55 antagonists blocking LPI-driven arrestin recruitment, primary screen, imaging, U2OS, beta-arrestin-GFP, LPI agonist (AID 2013); 290,000 compounds, 0.13% hits; U2OS GPR55 beta-arrestin-GFP translocation imaging, LPI antagonism; higher % means a stronger effect; one-dose inhibition, % at 10 µM; IC50 in µM for titrated hits;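 active = spots per cell inhibited over 60%, with over 100 cells counted and total cytoplasm intensity under 500,000; inconclusive = wells with under 100 cells, flagged as likely toxic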;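 also: U2OS cells stably carrying GPR55 and arrestin-GFP stimulated by 5 µM LPI near EC80; imaged beta-arrestin-GFP aggregate spots per cell after agonist stimulation; plate controls were LPI-stimulated DMSO wells for no effect and DMSO wells without LPI for full effect; some results filed as inactive read as strong as hits; confirmed hits need IC50 under 10 µM and bright autofluorescent wells are also inconclusive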
NTR1 agonist – NTR1-driven beta-arrestin-GFP spot formation – imaging, U2OS cells, high content, primary screen (AID 493036); P30989; agonist mode; activation, % at 20 µM; 330,000 compounds, 0.17% hits;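 active = activation at or above 40% of the spot to cytoplasm intensity ratio, with at least 20 cells analyzed; inconclusive = wells under 20 cells, flagged as cytotoxic or low count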;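 also: 0% = DMSO without peptide and 100% = 100 nM NTR1 peptide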
Target sequence (P30989 whole entry, looked up): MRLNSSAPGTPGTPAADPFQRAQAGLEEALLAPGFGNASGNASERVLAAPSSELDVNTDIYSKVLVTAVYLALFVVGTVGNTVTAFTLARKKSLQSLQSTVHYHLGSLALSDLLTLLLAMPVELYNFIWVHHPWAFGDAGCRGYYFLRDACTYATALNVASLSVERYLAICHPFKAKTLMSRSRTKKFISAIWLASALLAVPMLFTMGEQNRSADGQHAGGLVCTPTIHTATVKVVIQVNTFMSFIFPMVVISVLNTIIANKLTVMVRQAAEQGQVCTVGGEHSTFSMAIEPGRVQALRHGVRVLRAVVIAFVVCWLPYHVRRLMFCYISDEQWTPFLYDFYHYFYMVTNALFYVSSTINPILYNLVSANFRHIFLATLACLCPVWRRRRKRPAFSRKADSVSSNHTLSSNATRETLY
Lipid droplet – hepatic lipid droplet formation modulation. AML12 mouse hepatocytes, oleate lipid droplets, BODIPY imaging. inhibition, % at 6.5 µM. 240,000 compounds, 0.4% hits. AID 1656;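 active = lipid droplet intensity inhibited by at least 50%, with more than 500 cells counted; inconclusive = wells with under 300 cells, treated as cytotoxic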
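Assay system: AML12 mouse liver cells | Compound: 6.5 µM single-point dosing | Schedule: Overnight exposure | Technique: Fluorescence imaging, 20x objective, two fields per well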
Large T inhibition – TAg ATPase/helicase activity blockers – biochemical (AID 1903). inhibition, % at 20 µM, or IC50 in µM where a hit was titrated. 310,000 compounds, 0.39% hits. SV40 large T antigen ATPase/helicase inhibition assay; higher % means a stronger effect; in the data active = a potency from the dose series; inconclusive = inhibition mostly from about 32% at the one dose, without a potency; inactive = the rest, 99 in 100 with inhibition below about 32%; also: strong numbers were not always called active
GPR55 activation – selective activators of receptor GPR55 – imaging, U2OS cells, beta-arrestin-GFP redistribution, primary screen (AID 1961); one-dose activation, % at 10 µM; EC50 in µM for titrated hits; 290,000 compounds, 0.048% hits; U2OS GPR55 beta-arrestin-GFP redistribution imaging; higher % means a stronger effect;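 active = activation above 40% with more than 50 cells counted in the well; inconclusive = wells holding fewer than 50 cells, flagged as toxic or sparse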;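 also: U2OS osteosarcoma cells stably expressing GPR55 and beta-arrestin-GFP; plate controls were DMSO negative control for no effect and LPI positive control for full effect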
T cell HTS – modulates CD8 T cell binding to vesicles. 2C CD8+ T cell-vesicle binding, flow cytometry; active compounds read low. calls only at 7 µM. 330,000 compounds, 0.068% hits;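 active = response, share of CD8 T cells binding vesicles, and their 90th percentile fluorescence all below set limits, cut at about 80% in these data, passing the limit was not always enough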
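Incubation: binding step 1.5 h, 37 °C, antibody labelling 20 min, ice; system: murine 2C transgenic CD8+ T lymphocytes; technique: cytometric PE anti-B7-1 and Alexa647 anti-CD8 signals after 1% paraformaldehyde fixation; also added: QL9-charged Drosophila Ld/ICAM-1/B7-1 vesicles; control set: naked versus QL9-loaded vesicles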
GPR35 arrestin U2OS – GPR35 antagonists blocking zaprinast-driven arrestin recruitment, primary screen, imaging, U2OS, beta-arrestin-GFP, zaprinast agonist (AID 2058) | U2OS GPR35 beta-arrestin-GFP translocation imaging, zaprinast antagonism; higher % means a stronger effect | one-dose inhibition, % at 10 µM; IC50 in µM for titrated hits | 290,000 compounds, 0.052% hits;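 active = inhibition of at least 50% with at least 30 cells and total cytoplasm GFP at most 10,000,000; inconclusive = under 30 cells or total GFP of 10,000,000 plus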
Lipid droplet cells 6.5 µM – also measured in Lipid droplet; calls as there; cell count; measured here: cell count, cytotoxicity flag;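 cells counted across two imaged fields per well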
T cell HTS vesicle-bound % – second read-out of T cell HTS, no call of its own (marks repeat the call); double positive events, %; measured here: CD8+ vesicle-bound cell fraction;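 binding gate set so that unloaded-vesicle control wells show 10% double positive cells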
NTR1 agonist cell count 20 µM – further read-out of NTR1 agonist, marked with its call; cell count; measured here: cell count, cytotoxicity flag
* = called active by the depositor; i = inactive; u = inconclusive; x = no result given.

SMILES	T cell HTS	GPR55 antagonists	LYP inhibition	Lipid droplet	Lipid droplet cells 6.5 µM	NTR1 agonist	MgcRacGAP inhibition	T cell HTS vesicle-bound %	NTR1 agonist cell count 20 µM	GPR55 activation	GPR35 arrestin U2OS	Large T inhibition
CC1CC(C)CN(CCOc2cccc(Cl)c2Cl)C1 (centres undefined)	i	39%	-2%	-26	662	0.5	19%	44	29	0.2%	-4%	19%
CCN1CCN(CCNC(=O)c2ccc3c(c2)N(Cc2cccc(Cl)c2)C(=O)c2ccccc2S3=O)CC1 (centres undefined)	i	32%	-12%	-2	711	-0.4	3%	13	61	-0.1%	-2%	12%
O=C(Nc1ccc(F)c(Cl)c1)c1ccc2c(=O)n3c(nc2c1)CCCCC3	i	21%	-2%	x	x	10	4%	40	73	0.2%	21%	-1%
Cc1ccc(Cn2nc(C)cc2C(=O)Nc2ccc(Cl)cc2)cc1	i	8%	-4%	-14	613	9.9	x	33	57	-0.1%	-14%	9%
CC1(C)COC(c2cccn2Cc2ccccc2Cl)=N1	i	11%	-6%	x	x	2.7	-1%	43	62	-0.1%	17%	-1%
CN1CCN(C(=O)CN(c2cccc(Br)c2)S(=O)(=O)c2ccccc2)CC1	i	-7%	-8%	-2	715	-0.7	9%	30	29	-0.3%	-5%	10%
CCOC(=O)C1CCN(C(=O)CN(c2ccc(OC)cc2)S(=O)(=O)c2c(C)noc2C)CC1	i	9%	-1%	x	x	4.4	2%	40	60	-0.1%	-9%	1%
COc1ccc(NCC(=O)n2c(C)c(C)c3ccccc32)cc1OC	i	-5%	3%	1	690	2.2	u	14	57	0.2%	-3%	12%
O=C(COC(=O)c1ccc(O)cc1O)c1ccc2c(c1)OCO2	i	15%	-8%	-30	794	-0.1	8%	23	48	0.6%	-1%	9%
COC(=O)Cn1nc(C)c2ccccc2c1=O	i	5%	0%	0	752	23	7%	55	87	0.1%	0%	-49%
O=c1cc(-c2ccc(O)cc2)oc2c([C@@H]3O[C@H](CO)[C@@H](O)[C@H](O)[C@H]3O)c(O)c([C@@H]3O[C@H](CO)[C@@H](O)[C@H](O)[C@H]3O)c(O)c12	i	-3%	-8%	-4	749	8.9	6%	46	65	0.2%	18%	7%
Cc1ccccc1C(=O)NC1CC2CCCC(C1)N2Cc1ccccc1 (centres undefined)	i	12%	-8%	-1	797	1.2	9%	43	58	-0.1%	-7%	18%
Cc1nc2ccc(-c3nc4ccc(N)cc4[nH]3)cc2[nH]1	i	6%	-20%	0	713	0.6	54µM*	37	50	-0.1%	9%	x
COc1ccc(C2Nc3ccccc3C(=O)N2NS(=O)(=O)c2ccccc2)cc1 (centres undefined)	i	-1%	-9%	21	712	2.4	4%	45	50	-0.4%	1%	11%
C/C(=N\NC(=O)c1cc([N+](=O)[O-])cc([N+](=O)[O-])c1)c1ccco1	i	-14%	-3%	11	754	2.6	-2%	68	40	0.2%	-1%	7%
O=C(c1ccoc1)N1CCC2(CC1)Oc1ccc(Cl)cc1C(=O)C21CC(c2cccnc2)=NO1 (centres undefined)	i	4%	-7%	x	x	3.5	8%	16	83	-0.2%	-3%	11%
OCCCNc1cc(-c2ccccc2)nc2cc(-c3ccc(F)cc3)nn12	i	10%	-14%	14	776	6.0	2%	66	64	0.3%	-2%	16%
C=CCn1c(SCc2ccccc2Cl)nnc1-c1sc2nc(C)cc(C)c2c1N	i	0%	1%	-8	700	7.2	13%	20	60	-0.1%	-7%	8%
O=C(Nc1cccc2ccccc12)c1ccc(Cn2cc(Cl)cn2)cc1	i	25%	-3%	x	x	0.3	6%	12	60	0.2%	0%	6%
Cc1ccc(S(=O)(=O)N2CCCC(C(=O)NCCc3ccc4c(c3)OCO4)C2)cc1 (centres undefined)	i	4%	0%	x	x	0.3	3%	47	38	-0.1%	2%	-6%
Cc1nc2c3ccccc3nc(SCC(=O)c3ccc(Cl)cc3)n2n1	i	-6%	-4%	-2	666	17	7%	11	63	0.9%	-7%	0%
COc1ccc(C2CC(=O)n3nc(C45CC6CC(CC(C6)C4)C5)nc3S2)cc1OC (centres undefined)	i	8%	-4%	14	547	x	12%	41	x	-0.5%	7%	2%
O=C(O)CC(NC(=O)C1c2ccccc2Oc2ccccc21)c1ccc(OC2CCCC2)cc1 (centres undefined)	i	-2%	0%	14	674	0.4	3%	51	48	0.1%	-16%	13%
O=C(Nc1cccc(Cl)c1Cl)C1CCCO1 (centres undefined)	i	-2%	-8%	x	x	0.0	9%	48	64	-0.1%	5%	7%
CCC(C)NC(=O)CCc1nnc2ccc(N3CCC(C)CC3)nn12 (centres undefined)	i	4%	0%	-3	797	1.2	15%	55	82	-0.1%	-15%	7%
CC1CCN(CC2C(=O)O[C@@H]3C[C@@]4(C)CCC[C@H](C)C4=C[C@H]23)CC(C)(C)C1 (some centres undefined)	i	17%	-1%	2	704	8.1	4%	19	92	-0.1%	-8%	2%
COc1cc(/C=C(/C#N)c2nc3ccccc3[nH]2)ccc1OCC(=O)Nc1ccccc1C(C)C	x	-9%	4%	x	x	33	6%	x	46	0.3%	-1%	1%
CCc1ccc(NS(=O)(=O)c2ccc3[nH]cc(C(=O)NCC4CCCO4)c(=O)c3c2)cc1 (centres undefined)	i	0%	-2%	5	704	3.2	4%	29	65	-0.3%	-12%	16%
CCN(CC)S(=O)(=O)c1cccc(NC(=S)NC(=O)/C=C/c2ccc(S(=O)(=O)N3CCOCC3)cc2)c1	i	13%	1%	-1	632	0.9	7%	46	41	0.9%	-13%	4%
CCOC(=O)N1CCC(NC(=O)C(Cc2ccccc2)NC(=O)c2ccco2)CC1 (centres undefined)	i	8%	-5%	-56	666	1.6	-1%	27	76	0.2%	-10%	5%

Rewritten with values under each structure: part of the list above.
Results follow in this order: T cell HTS, GPR55 antagonists, LYP inhibition, Lipid droplet, Lipid droplet cells 6.5 µM, NTR1 agonist, MgcRacGAP inhibition, T cell HTS vesicle-bound %, NTR1 agonist cell count 20 µM, GPR55 activation, GPR35 arrestin U2OS, Large T inhibition
- CN1CCN(C(=O)CN(c2cccc(Br)c2)S(=O)(=O)c2ccccc2)CC1
 : i, -7%, -8%, -2, 715, -0.7, 9%, 30, 29, -0.3%, -5%, 10%
- O=C(COC(=O)c1ccc(O)cc1O)c1ccc2c(c1)OCO2
 : i, 15%, -8%, -30, 794, -0.1, 8%, 23, 48, 0.6%, -1%, 9%

(listing goes on)
SMILES	T cell HTS	GPR55 antagonists	LYP inhibition	Lipid droplet	Lipid droplet cells 6.5 µM	NTR1 agonist	MgcRacGAP inhibition	T cell HTS vesicle-bound %	NTR1 agonist cell count 20 µM	GPR55 activation	GPR35 arrestin U2OS	Large T inhibition
CCc1ccc(OC)c(S(=O)(=O)N2CCN(C(=O)c3ccco3)CC2)c1	i	11%	-8%	-2	805	-0.9	2%	51	64	1.1%	11%	5%
CC(=O)Nc1ccc(NC(=O)/C=C/c2ccccc2)cc1	i	13%	-2%	-8	687	-0.1	12%	61	93	0.0%	3%	5%
O/N=C/c1ccc(OCc2ccccc2)c(Cl)c1	i	5%	-2%	-22	677	2.1	-6%	43	55	-0.2%	1%	-78%
Cc1ccc(NC(=O)c2cc(C)nc3ccccc23)c(C)c1	i	-5%	-2%	4	804	0.5	3%	43	74	-0.2%	9%	10%
CC(C)(C)c1ccc(-c2nc3c(C#N)c(-c4ccc5c(c4)OCO5)ccn3n2)cc1	i	4%	-13%	-5	515	6.9	10%	28	60	0.1%	-3%	2%
COc1ccc(Br)cc1CN(C)C(=O)c1ccncc1	i	2%	-3%	0	675	-0.3	8%	59	60	-0.1%	-6%	11%
CCc1ccc(CC2(O)CC(C)N(C)CC2C)cc1 (centres undefined)	i	2%	-3%	6	722	-0.7	1%	44	40	-0.1%	1%	4%
CCn1c(C)nc2cc(C(=O)N/N=C/c3cccc(O)c3O)ccc21	i	0%	2%	5	734	0.6	119µM*	57	48	0.1%	16%	u
O=C(O)CCn1c(-c2ccccc2)cc2c1CCCC2=O	i	3%	-11%	x	x	1.4	10%	43	79	-0.1%	-6%	3%
Cc1nc(=S)c2c([nH]1)-c1ccccc1CC21CCCCC1	i	10%	1%	-12	671	9.4	x	36	54	-0.2%	1%	7%
O=S(=O)(NCC(c1cccnc1)N1CCOCC1)c1cccs1 (centres undefined)	i	4%	-11%	-7	706	0.1	1%	23	48	0.0%	-6%	-16%
O=C(c1cccc(NC2=NC3CS(=O)(=O)CC3S2)c1)N1CCN(c2ccc(F)cc2)CC1 (centres undefined)	i	-7%	-6%	4	723	1.5	11%	19	61	-0.1%	9%	7%
O=C(NCc1ccco1)c1cc(-c2cccs2)nc2ccccc12	i	5%	-8%	-9	684	4.4	4%	36	43	0.1%	-8%	5%
Cc1ccc(CNC(=O)c2ccc3c(=O)n(CC4CCCO4)c(=S)[nH]c3c2)cc1 (centres undefined)	i	-2%	2%	4	684	2.9	1%	4	62	0.0%	-4%	16%
